# Source: PubChem
# ULK1 primary: inhibitors of human ULK1 kinase; AlphaScreen Atg13 phosphorylation by ULK1, luminescence; inhibition, % at 5.96 µM; 30,000 tested, 1.9% active; AID 1259251; in the data active = inhibition above about 43%;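 note: 0% = median of compound wells and 100% = no enzyme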
# Target sequence (O75385 whole entry, looked up): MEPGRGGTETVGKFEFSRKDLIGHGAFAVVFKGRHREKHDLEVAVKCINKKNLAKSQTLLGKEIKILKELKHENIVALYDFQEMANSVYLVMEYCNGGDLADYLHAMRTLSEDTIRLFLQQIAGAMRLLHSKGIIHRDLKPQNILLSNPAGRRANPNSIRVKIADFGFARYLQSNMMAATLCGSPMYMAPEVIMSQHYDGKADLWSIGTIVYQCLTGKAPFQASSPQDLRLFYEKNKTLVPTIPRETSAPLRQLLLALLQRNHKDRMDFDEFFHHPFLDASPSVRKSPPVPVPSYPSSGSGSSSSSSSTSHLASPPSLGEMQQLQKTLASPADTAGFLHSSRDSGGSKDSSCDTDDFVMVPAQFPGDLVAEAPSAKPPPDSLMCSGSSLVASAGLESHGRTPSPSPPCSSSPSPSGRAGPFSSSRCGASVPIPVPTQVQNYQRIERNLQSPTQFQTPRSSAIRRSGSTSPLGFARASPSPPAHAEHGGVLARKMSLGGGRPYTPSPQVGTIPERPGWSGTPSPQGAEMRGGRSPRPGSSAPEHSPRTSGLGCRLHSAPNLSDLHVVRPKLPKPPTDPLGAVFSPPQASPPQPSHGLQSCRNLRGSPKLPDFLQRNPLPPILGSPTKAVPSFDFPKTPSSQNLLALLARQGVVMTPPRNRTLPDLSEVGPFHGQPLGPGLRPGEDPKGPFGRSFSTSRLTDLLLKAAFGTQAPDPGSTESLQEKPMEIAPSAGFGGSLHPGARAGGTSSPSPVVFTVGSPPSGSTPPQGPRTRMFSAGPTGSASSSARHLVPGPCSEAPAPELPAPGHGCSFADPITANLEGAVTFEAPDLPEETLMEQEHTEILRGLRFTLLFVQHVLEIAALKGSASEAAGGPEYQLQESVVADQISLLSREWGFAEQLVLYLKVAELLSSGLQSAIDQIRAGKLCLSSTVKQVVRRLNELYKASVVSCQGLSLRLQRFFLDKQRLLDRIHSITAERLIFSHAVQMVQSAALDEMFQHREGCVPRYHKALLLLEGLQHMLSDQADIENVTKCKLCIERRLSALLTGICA
# ASK1 primary: inhibitors of human ASK1 kinase. 22,000 tested, 0.99% active. Q99683. AlphaScreen MKK6 phosphorylation by ASK1, luminescence. inhibition, % at 7.44 µM; in the data active = inhibition above about 35%;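 note: 0% = median of compound wells and 100% = no enzyme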
# An asterisk follows results filed as active; x = not tested or not shown.
SMILES,ULK1 primary,ASK1 primary
CC(=O)[C@@]1(O)CC[C@H]2[C@@H]3C[C@H](C)C4=CC(=O)C=C[C@]4(C)[C@@]3(F)[C@@H](O)C[C@@]21C,-6,x
O=C(NCCc1ccc(O)cc1)c1csc(Nc2ccncn2)n1,13,5
Nc1[nH]ncc1-c1ccc(NC(=O)C2COc3ccccc3O2)cc1 (configuration not stated),2,10
CC(=O)Nc1ccc(Nc2nc(-c3ccc(C(=O)NC4CC4)cc3)ncc2C)cc1,21,-3
FC(F)(F)c1nc2c(Nc3ccnc(Nc4ccc(N5CCOCC5)cc4)c3)cccc2[nH]1,-9,4
COc1cccc(CNC(=O)Nc2ccc(-c3cn[nH]c3)cc2SCCN2CCCC2)c1,11,-4
Cn1nnc(-c2ccc(Nc3nccc(-c4ccc5nc(C6CC6)[nH]c(=O)c5c4)n3)cc2)n1,44*,-22
CC(C)n1cnc2c(Nc3ccc(N4CCOCC4)cc3)nc(Nc3ccncc3)nc21,55*,5
COc1cccc(C(=O)NNC(=O)C(=O)NC(C)C)c1,-5,x
O=C(NCc1nc2ccccc2[nH]1)C1CCN(c2ccc(Nc3nccc4ccccc34)nn2)CC1,-4,9
O=C1CCCN1CCCNc1nc(Cl)nc2c1ncn2Cc1ccc(C(F)(F)F)cc1,-4,-3
O=C1CCCN1CCn1cnc2c(NCCN3CCOCC3)nc(Nc3ccc(N4CCOCC4)cc3)nc21,-6,2
COc1cccc(/C=N/Nc2nc(-c3cc4cccc(OC)c4oc3=O)cs2)c1,2,x
O=C(O)c1ccc(CSc2nnc3c(n2)[nH]c2ccccc23)cc1,-7,x
CCOc1ccc(N=Cc2ccc([N+](=O)[O-])s2)cc1,5,x
COc1cccc(N2CC(O)Cn3c2nc2c3c(=O)n(C)c(=O)n2C)c1 (configuration not stated),-7,x
O=C(NC1CC1)c1csc(Nc2nccc3ccccc23)n1,-3,7
Cn1c(Nc2nccc(NC3CCN(Cc4ccccc4)CC3)n2)nc2ccccc21,-1,-14
COc1ccc(-c2nc(N)c3ncn(-c4ccsc4)c3n2)cn1,25,-9
COc1ccc(-c2nc(NC3CC3)nc(OC)n2)cc1,5,2
O=C(Nc1nnc2n1CCCS2)c1cccc(Br)c1,-2,x
COc1cccc(CCNC(=O)c2ccc3c(c2)CC(c2nc4ccc(-c5ccnc(N)n5)cc4[nH]2)CO3)c1 (configuration not stated),29,-15
COc1cc2nc(N3CCN(Cc4ccc5c(c4)OCO5)CC3)nc(NC3CC3)c2cc1OC,-12,9
Cc1c(C)n(C(=O)CSc2nnc(N)s2)c2ccccc12,-7,x
COc1cc(Nc2ncc(C)c(Nc3cc(OC)c(OC)c(OC)c3)n2)cc(OC)c1OC,28,20
O=C(Nc1ccc2[nH]ncc2c1)C1CCN(C(=O)NCc2ccc(Br)cc2)C1 (configuration not stated),-2,-5
Cc1ccc(-c2cncc(-c3cc(N4CCC5(CC4)OCCO5)nc(C)n3)c2)cc1,-12,x
Nc1cc(N2CCC(N3CCOCC3)CC2)nc(N)n1,12,2
CC(C)N(CCNC(=O)c1cccc(Nc2ccncn2)c1)C(C)C,8,-18
COc1ccc(-c2cc(NCCc3ccc(O)cc3)nc(N)n2)cc1,-8,-1
O=C1CCCN1CCCNc1ncnc2nc(N3CCN(Cc4ccc5c(c4)OCO5)CC3)[nH]c12,3,-17
CN(C)C(=O)C(=O)c1c[nH]c2ccc(Nc3cc(Nc4ccccn4)c(C(F)(F)F)cn3)cc12,45*,19
FC(F)(F)c1cccc(-c2noc(C3CCNCC3)n2)c1,0,x
c1cc(-c2ccnc(Nc3ccc(-c4nn[nH]n4)cc3)n2)cc(N2CCOCC2)c1,-24,-4
O=C(NCCc1ccc(O)cc1)C1CCN(c2ccc(Cl)nn2)CC1,2,-8
CCc1cccc2c3c([nH]c12)C(CC)(CC(=O)O)OCC3 (configuration not stated),12,x
O=C1CCCN1CCn1cnc2c(NCc3nc4ccccc4[nH]3)nc(Nc3ccc(C(F)(F)F)cc3)nc21,18,6
CC(=O)c1cccc(NCN2C(=O)C3C4c5ccccc5C(c5ccccc54)C3C2=O)c1 (configuration not stated),-3,x
CC(C)n1c(-c2ccc(N3CCOCC3)nc2)nc2c(Nc3ccc(N4CCOCC4)cc3)ncnc21,-7,-9
Cc1nc(C)n(-c2ccc(Nc3nccc(-c4cc(N5CCOCC5)cc(C(F)(F)F)c4)n3)cc2)n1,-8,13
COc1cccc(CN(CCN2CCCC2)C(=O)c2cc3ccc(-c4cn[nH]c4)cc3[nH]2)c1,-11,-12
COc1ccc(S(=O)(=O)N2CCSC2c2ccc(C)cc2)cc1 (configuration not stated),-15,x
c1ccc(OCCNc2nc(Nc3ccncc3)nc3c2ncn3-c2ccccc2)cc1,1,1
O=C(Nc1ccc2c(c1)OCO2)c1cccc(N2CCC(N3CCOCC3)CC2)n1,12,-8
O=C(NC1CC1)c1cccc(Nc2cccnc2)n1,-1,-6
COc1cccc(CN(CCN(C)C)C(=O)c2cn3cc(-c4ccnc(N)n4)ccc3n2)c1,1,3
CCN(CC)C(=O)C1CCCN(c2nc3ncnc(Nc4ccc(Oc5ccccc5)cc4)c3[nH]2)C1 (configuration not stated),1,12
Cc1cccc(C)c1NC(=O)CN1CCN(CCCC(c2ccc(F)cc2)c2ccc(F)cc2)CC1,11,x
CCCNc1cc(Nc2cccc(N(C)C)c2)ncn1,0,-6
CC(C)NC(=O)/C(=C\c1ccccc1)NC(=O)c1ccccc1,-5,x

# Other results follow:
SMILES,ULK1 primary,ASK1 primary
COc1cc(-c2cn[nH]c2)ccc1C(=O)NCC(C)c1cccs1 (configuration not stated),-2,-11
c1ccc(CN2CCC(Nc3nc(Nc4cnccn4)nc4c3ncn4C3CCCCC3)CC2)cc1,3,5
CCc1c(C)nc(-n2nc(C)cc2NC(=O)C(CC)c2ccccc2)[nH]c1=O (configuration not stated),12,x
OC1CCC(Nc2nc(NCc3cccc(C(F)(F)F)c3)c3ncn(-c4ccsc4)c3n2)CC1 (configuration not stated),-21,8
FC(F)(F)c1ccc(Nc2nc(NC3CCN(Cc4ccccc4)CC3)c3ncn(C4CCCCC4)c3n2)cc1,3,11
COc1ccc2[nH]c(C)c(C(=O)CCl)c2c1,14,x
O=C1CCCN1CCCNc1cc(Nc2cnccn2)ncn1,5,-4
CCCNc1cc(C)nc(Nc2nc3ccccc3n2C)n1,9,-19
c1cc(Nc2cc(C3CC3)[nH]n2)cc(Nc2ccc(N3CCOCC3)cc2)n1,47*,10
CNC(=O)c1ccccc1Nc1ccnc(Nc2ccccn2)c1,9,7

# Exported with values under each structure: entries from further up
# Fields – ULK1 primary	ASK1 primary
- O=C(NC1CC1)c1cccc(Nc2cccnc2)n1
    -1	-6
- COc1cccc(CN(CCN(C)C)C(=O)c2cn3cc(-c4ccnc(N)n4)ccc3n2)c1
    1	3
- CCN(CC)C(=O)C1CCCN(c2nc3ncnc(Nc4ccc(Oc5ccccc5)cc4)c3[nH]2)C1 (configuration not stated)
    1	12
- Cc1cccc(C)c1NC(=O)CN1CCN(CCCC(c2ccc(F)cc2)c2ccc(F)cc2)CC1
    11	x
- CCCNc1cc(Nc2cccc(N(C)C)c2)ncn1
    0	-6
- CC(C)NC(=O)/C(=C\c1ccccc1)NC(=O)c1ccccc1
    -5	x
- COc1cc(-c2cn[nH]c2)ccc1C(=O)NCC(C)c1cccs1 (configuration not stated)
    -2	-11
- c1ccc(CN2CCC(Nc3nc(Nc4cnccn4)nc4c3ncn4C3CCCCC3)CC2)cc1
    3	5
- CCc1c(C)nc(-n2nc(C)cc2NC(=O)C(CC)c2ccccc2)[nH]c1=O (configuration not stated)
    12	x
- OC1CCC(Nc2nc(NCc3cccc(C(F)(F)F)c3)c3ncn(-c4ccsc4)c3n2)CC1 (configuration not stated)
    -21	8
- FC(F)(F)c1ccc(Nc2nc(NC3CCN(Cc4ccccc4)CC3)c3ncn(C4CCCCC4)c3n2)cc1
    3	11
- COc1ccc2[nH]c(C)c(C(=O)CCl)c2c1
    14	x
- O=C1CCCN1CCCNc1cc(Nc2cnccn2)ncn1
    5	-4
- CCCNc1cc(C)nc(Nc2nc3ccccc3n2C)n1
    9	-19
- c1cc(Nc2cc(C3CC3)[nH]n2)cc(Nc2ccc(N3CCOCC3)cc2)n1
    47*	10
- CNC(=O)c1ccccc1Nc1ccnc(Nc2ccccn2)c1
    9	7

# Next part
SMILES,ULK1 primary,ASK1 primary
CCC(=NC)C1=C(O)CC(c2ccccc2)CC1=O (configuration not stated),1,x
CCS(=O)(=O)NCCS(=O)(=O)N1CCN(c2ccccc2)CC1,1,x
COc1cc(Nc2nc(N)c3ncn(CCN4CCCC4=O)c3n2)cc(OC)c1OC,6,1
C[C@]12CCC(=O)C=C1[C@@H]1C[C@@H]1[C@H]1[C@@H]3[C@@H]4C[C@@H]4[C@@]4(CCC(=O)O4)[C@@]3(C)CC[C@@H]12,5,x
NC(=O)c1ccccc1Nc1cc(NC(=O)Cc2ccc(CN3CCOCC3)cc2)ncc1Cl,42,23
O=C(NCc1ccccc1)c1ccc2nc(-c3csc4ccccc34)sc2c1,3,-1
c1ccc(-n2cnc3c(NCc4cccnc4)nc(N4CCOCC4)nc32)cc1,13,-20
NS(=O)(=O)c1ccc(Nc2nccc(-c3ccc(Nc4ccccc4)cc3)n2)cc1,-4,-59
O=C1CCN(c2c(F)cccc2NCc2ccc(Br)o2)CC1,-1,-1
OC1CCC(Nc2nc(NCc3ccccc3)c3ncn(-c4ccsc4)c3n2)CC1 (configuration not stated),-2,1
O=S(=O)(Cc1ccccc1)N1CCN(c2ncnc3[nH]ncc23)CC1,3,-4
CC(=O)Nc1ccc(-c2cn[nH]c2-c2ccc(F)cc2)cc1,2,8
CC(C)N(CCNc1nc(NCCCN2CCCC2=O)nc2c1ncn2C(C)C)C(C)C,12,-19
CC(C)n1c(Nc2cccnc2)nc2c(NCCOc3ccccc3)ncnc21,-12,-11
COc1cccc(CNC(=O)c2cc3ccc(-c4ccncc4)cc3n2C)c1,-21,3
c1cc(Nc2ccc(N3CCOCC3)cc2)nc(NCc2ccc3c(c2)OCO3)n1,8,24
O=C(NC1CC1)c1ccnc(N2CCC(N3CCOCC3)CC2)c1,7,-2
COc1ccc2c(c1)CC(c1nc3c(OC)cc(-c4ncnc5[nH]ccc45)cc3c(=O)[nH]1)CO2 (configuration not stated),17,-10
Fc1cccc(CN2CCCC(c3nc4ccc(-c5ccncc5)cc4n3Cc3cccc(F)c3)C2)c1 (configuration not stated),5,-9
COc1cc(Nc2nc(Nc3nc4ccccc4n3C)ncc2C)cc(OC)c1OC,39,9
COc1cc2nc(Nc3ccc(-n4ccnc4)cc3)nc(N)c2cc1OC,9,8
Cc1nn(C)c(C)c1-c1cccc(C(N)=O)n1,2,19
COc1ccc(-c2nc(C(=O)NCCOc3ccccc3)cs2)cc1,-5,-13
CCOC(=O)C1CCN(C(c2cccc(OC)c2)c2c(O)cc(C)n(Cc3ccccn3)c2=O)CC1 (configuration not stated),-1,x
Cn1nccc1Nc1cccc(C(=O)NCCOc2ccccc2)n1,6,5
O=C(NC1CCN(Cc2ccccc2)CC1)c1cccc(-c2cccs2)n1,-5,9
Cc1cccc(CC(=O)Nc2cnn(-c3cccc(C(=O)NC4CCOCC4)c3)c2)c1,-6,0
c1cc(CCN2CCNCC2)ccn1,-2,-14
CCOC(=O)N1CCN(C(c2cccc(F)c2)c2c(O)cc(C)n(Cc3ccccn3)c2=O)CC1 (configuration not stated),5,x
O=C(NCCN1CCOCC1)c1cccc(-n2ncc3cc(Nc4ccccc4OC(F)(F)F)ccc32)c1,-49,-1
CCCNC(=O)Cc1cn(-c2ccc(Nc3nc4ccccc4n3C)nn2)c2ccccc12,9,10
CN1CCCC(n2nc(Cc3ccc(Cl)cc3)c3ccccc3c2=O)CC1 (configuration not stated),-7,x
O=C(C(O)c1ccc(F)cc1F)N1CCN(c2ccc3[nH]ncc3c2)CC1 (configuration not stated),7,1
c1cc(NC2CC2)nc(NCCN2CCOCC2)n1,-1,-2
CC(C)(C)c1ncn(-c2ccc(Nc3nccc(-c4ccnc(Cl)c4)n3)cc2)n1,-1,7
CC(C)n1c(N2CCOCC2)nc2c(NCCO)ncnc21,11,4
CCNc1cc(NC2CCN(Cc3ccccc3)CC2)nc(N)n1,-17,-5
O=C(NCCOc1ccccc1)c1ccc2nc(-c3cccs3)sc2c1,10,-1
CCn1c(C)cc(O)c(C(c2ccc(SC)cc2)N2CCN(c3ccccn3)CC2)c1=O (configuration not stated),13,x
COc1cc2nc(-c3cccc(N)c3)nc(Nc3ccccc3)c2cc1OC,-50,3
OCCNc1nc(Nc2ccc3ncccc3c2)nc2c1ncn2-c1ccccc1,-10,-9
O=C(Nc1cc(-c2ccncc2)c[nH]c1=O)C1Cc2ccc3ccccc3c2O1 (configuration not stated),2,5
COCCn1c(C)cc(O)c(C(c2ccncc2)N2CCC(C)CC2)c1=O (configuration not stated),2,x
CC(=O)c1cccc(-c2nc(NCCCN3CCCC3=O)c3ncn(-c4ccccc4)c3n2)c1,-16,12
CCN(CC)C(=O)C1CCCN(c2nc3ncnc(NC4CCN(Cc5ccccc5)CC4)c3[nH]2)C1 (configuration not stated),-5,-11
COc1ccc(-c2cn3c(C)c(C(=O)Nc4ccc(C)cc4C)sc3n2)cc1,6,x
CCNc1ncc(C)c(Nc2ccc(N3CCOCC3)cc2)n1,17,12
O=C1CCCN1CCn1cnc2c(NCCN3CCOCC3)nc(Cl)nc21,-6,13
C/C(CC(=O)NC1C2CC3CC(C2)CC1C3)=N\NC(=O)c1ccccc1Cl (configuration not stated),-3,x
COc1ccc2c(c1)C[C@H](C(=O)Nc1ccc(-c3cn[nH]c3)cc1OCCN(C)C)NC2,4,5
CC(=O)Nc1ccc(Nc2cc(C)nc(-c3ccc(N4CCOCC4)nc3)n2)cc1,-4,0
c1nc2nc(NCc3ccc4c(c3)OCO4)nc(NC3CC3)c2[nH]1,4,12
CNC(=O)c1ccccc1Nc1cc(NC(=O)Cc2ccc(N)cc2)ncc1C(F)(F)F,68*,10
